Screening data from PubChem BioAssay.
hgDAF-12 ag = hgDAF-12 agonism, primary luciferase screen; HEK293 GAL4-hgDAF12 UAS-luciferase reporter, agonist luminescence; normalized to butyrate control; activation, % at 6.8 µM; hit rate 1.8% among 370,000;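 active = activation above a cutoff set at the mean of all screened compounds plus 3 SD, cut at about 10% in these data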;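 also: 0% = DMSO wells and 100% = sodium butyrate wells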
PG9 binder = binds the HIV-1 gp120 antibody PG9; hit rate 0.43% among 360,000; TR-FRET gp120-PG9 antibody binding; inhibition, % at 6.7 µM; AID 624416; in the data active = inhibition above about 8.5%
SMARCA2 act = SMARCA2 function activation, primary screen. MG213 cells, MMTV-luciferase reporter, dexamethasone, overnight. activation, % at 9.1 µM. hit rate 1% among 370,000. AID 652017; in the data active = activation above about 7.8%;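 also: 0% = vehicle wells and 100% = reference activator wells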
FXN GAA850 act = activators of GAA850 frataxin (FXN) promoter; activation, % at 6 µM; hit rate 0.56% among 360,000; HEK293 lucGAA850 FXN promoter luciferase reporter, 24 h; percent of 10 µM SAHA response;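 active = activation above the average of all compounds screened plus 3 SD, cutoff fixed separately per campaign, cut at about 7.5% in these data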;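 also: 0% = DMSO wells and 100% = 10 µM SAHA wells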
DAX1 inh-1 = inhibitors of human orphan nuclear receptor DAX1 (NR0B1); AID 504766; HEK293 Gal4-DAX1 luciferase reporter, luminescence; P51843; hit rate 0.99% among 340,000; inhibition, % at 6.75 µM;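 active = inhibition above the mean over all tested compounds plus 3 SD, cut at about 4.2% in these data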;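 also: 0% = DAX1-transfected cells with DMSO and 100% = empty-vector control cells with DMSO; inhibition shows as a rise in luminescence from relieved DAX1 repression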
Target sequence (P51843 207-470 limits assumed): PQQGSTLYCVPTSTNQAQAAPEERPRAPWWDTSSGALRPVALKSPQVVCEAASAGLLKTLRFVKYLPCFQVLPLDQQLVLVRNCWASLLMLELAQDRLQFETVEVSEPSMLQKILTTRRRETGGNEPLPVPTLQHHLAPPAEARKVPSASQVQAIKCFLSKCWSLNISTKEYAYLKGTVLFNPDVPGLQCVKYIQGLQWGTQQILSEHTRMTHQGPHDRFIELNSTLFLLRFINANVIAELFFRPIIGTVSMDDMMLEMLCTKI
ADAM17 inh = inhibits human ADAM17 | recombinant ADAM17, EDANS/DABCYL FRET peptide cleavage | hit rate 0.83% among 370,000 | inhibition, % at 6.95 µM;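 active = inhibition above the mean of compounds lying between control limits plus 3 SD, set per campaign, cut at about 8.5% in these data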;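 also: 0% = DMSO-only wells as the low control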
DAX1 inh-2 = DAX1 (NR0B1) inhibition, primary screen; HEK293T StAR-luciferase reporter, SF-1/DAX-1 repression relief; inhibition, % at 6.8 µM; hit rate 1.1% among 370,000; AID 652010;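 active = inhibition above the mean over all tested compounds plus 3 SD, cut at about 3.6% in these data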;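 also: 0% = DAX-1 cells with DMSO and 100% = cells lacking DAX-1 with DMSO; higher inhibition means more luminescence from relief of DAX-1 repression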
ssDAF12 agonist = activates DAF-12 receptor from parasite S. stercoralis; activation, % at 6.8 µM; hit rate 1% among 370,000; HEK293 ssDAF-12/GRIP1 lit1-tk-luc reporter, luminescence; % of 3 µM dafachronic acid response; AID 652126;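 active = activation above the mean over all tested compounds plus 3 SD, cut at about 0.9% in these data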;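 also: 0% = DMSO-only wells and 100% = 3 µM delta7-dafachronic acid wells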
hcDAF-12 act = H. contortus DAF-12 activation, primary screen; HEK293 hcDAF-12 lit1-tk-luc reporter, luminescence; 0% DMSO, 100% Δ7-dafachronic acid; activation, % at 6.8 µM; hit rate 1.4% among 370,000; AID 652067;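 active = activation above the mean of all tested compounds plus 3 SD, cut at about 5.5% in these data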;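 also: 100% = response to 3 µM Δ7-dafachronic acid high control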
GC-A act = GC-A (human) enzyme activation | P16066 | HEK293 GC-A cells, cGMP TR-FRET, EC30 ANP; 0% at EC30 ANP, 100% saturating ANP | hit rate 0.14% among 370,000 | AID 1671463 | activation, % at 10 µM; in the data active = activation above about 40%
ADAM10 inh = inhibits human ADAM10. O14672. recombinant ADAM10, EDANS/DABCYL FRET peptide cleavage, 3 h. inhibition, % at 7 µM. hit rate 0.62% among 370,000;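 active = inhibition above a per-campaign cutoff equal to the mean of compounds falling between control-based bounds plus 3 SD, cut at about 20% in these data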;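 also: 0% = DMSO wells while the 100% control is not disclosed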
Target sequence (O14672 214-748 limits assumed): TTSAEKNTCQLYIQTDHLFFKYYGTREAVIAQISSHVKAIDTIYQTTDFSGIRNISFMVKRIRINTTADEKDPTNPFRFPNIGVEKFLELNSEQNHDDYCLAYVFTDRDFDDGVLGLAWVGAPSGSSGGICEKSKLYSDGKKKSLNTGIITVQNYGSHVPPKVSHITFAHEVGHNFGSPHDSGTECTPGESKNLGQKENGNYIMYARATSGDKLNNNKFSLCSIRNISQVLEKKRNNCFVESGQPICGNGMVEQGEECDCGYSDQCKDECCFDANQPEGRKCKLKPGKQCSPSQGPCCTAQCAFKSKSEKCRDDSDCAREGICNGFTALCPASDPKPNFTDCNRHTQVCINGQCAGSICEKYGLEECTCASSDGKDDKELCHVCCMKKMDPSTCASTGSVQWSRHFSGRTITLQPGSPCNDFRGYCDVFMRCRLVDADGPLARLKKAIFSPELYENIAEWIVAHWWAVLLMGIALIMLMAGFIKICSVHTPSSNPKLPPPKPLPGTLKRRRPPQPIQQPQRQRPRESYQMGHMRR
Numbers without * were called inactive; x = not tested or not shown; & = joins results of further samples; ! = not active in a repeat.

SMILES	hgDAF-12 ag	PG9 binder	SMARCA2 act	FXN GAA850 act	DAX1 inh-1	ADAM17 inh	DAX1 inh-2	ssDAF12 agonist	hcDAF-12 act	GC-A act	ADAM10 inh
Cc1c(N=Cc2nc3ccccc3[nH]2)c(=O)n(-c2ccccc2)n1C	2.1	-0.7	-4	0.0	-0.4	1	0.7	-0.2	3.1	0	6
O=C(CCN1C(=O)C2C3C=CC(C3)C2C1=O)NC1CCCCC1 (centres undefined)	2.5	-1.2	-2	1.6	-0.1	-1	-0.1	-0.5	-0.7	3	-2
COc1ccc(S(=O)(=O)Nc2c(C)nc3nc[nH]n3c2=O)cc1	4.6	-3.0	0	-0.6	0.3	-3	-0.3	-1.2	1.2	2	4
CCc1ccc(C(=O)N2CCN(c3ccc(NC(=O)c4ccco4)cc3)CC2)cc1	0.8	-4.3	-3	-2.7	-0.3	0	-1.0	-0.8	-1.3	-2	-3
CCn1c2ccccc2c2cc(NC(=O)C(C)Oc3ccccc3)ccc21 (centres undefined)	-1.3	5.8	-4	-1.4	0.0	4	-0.7	-1.3	-0.2	5	8
CCCC(C(=O)NCCc1ccc(S(N)(=O)=O)cc1)c1ccccc1 (centres undefined)	-0.6	1.4	-4	-0.5	2.8	1	1.1	-0.3	-1.9	-6	2
COc1ccc(OC)c(CNC(=O)Cn2nc(C)c3c(C)n(-c4ccc(C)cc4)nc3c2=O)c1	-2.3	0.6	-2	-1.5	-1.6	-3	-7.8	-1.9	-1.6	-4	-15
Cc1nc2c(C#N)c[nH]n2c(=O)c1Cc1ccccc1	-0.3	-0.9	0	-0.2	-1.4	-5	0.7	-1.7	-0.5	0	-8
CCCC[C@@H]1CNC(=O)C(=O)N1CCc1cc(C(F)(F)F)cc(C(F)(F)F)c1	0.1	0.7	0	-0.4	-0.5	0	-0.3	-1.4	-0.7	0	0
CCOC(=O)/C=C/[C@H]1Cc2ccccc2CO1	-0.8	-1.4	-2	-0.6	-1.1	2	0.7	-1.3	-0.6	0	1
CC(Oc1ccc(Br)cc1)C(=O)NCCCN1CCCC1=O (centres undefined)	1.6	0.7	-2	0.6	-0.5	3	1.2	-1.0	-0.1	0	-4
COc1ccc(C(O)c2nc(-c3cnn(C)c3)cs2)cc1 (centres undefined)	-3.9	-1.7	0	2.6	x	-2	-0.8	-1.3	-1.9	2	-1
O=C(O)Cc1ccc2oc(-c3cccnc3)nc2c1	-0.9	0.5	-4	-0.3	1.4	-5	0.2	-0.2	-1.1	0	-16
CCCc1cc(=O)[nH]c(SCCN2C(=O)c3ccccc3C2=O)n1	-0.3	-3.0	3	0.1	5.5*	1	1.0	-1.6	0.5	-6	7
Cc1sc2nc(SCC(=O)O)[nH]c(=O)c2c1C	4.5	-1.0	0	-1.6	-1.9	3	-0.1	-0.4	-0.6	-1	3

Record cards, as listed above.
Cc1nc2c(C#N)c[nH]n2c(=O)c1Cc1ccccc1 as listed: hgDAF-12 ag: -0.3; PG9 binder: -0.9; SMARCA2 act: 0; FXN GAA850 act: -0.2; DAX1 inh-1: -1.4; ADAM17 inh: -5; DAX1 inh-2: 0.7; ssDAF12 agonist: -1.7; hcDAF-12 act: -0.5; GC-A act: 0; ADAM10 inh: -8
CCOC(=O)/C=C/[C@H]1Cc2ccccc2CO1 as listed: hgDAF-12 ag: -0.8; PG9 binder: -1.4; SMARCA2 act: -2; FXN GAA850 act: -0.6; DAX1 inh-1: -1.1; ADAM17 inh: 2; DAX1 inh-2: 0.7; ssDAF12 agonist: -1.3; hcDAF-12 act: -0.6; GC-A act: 0; ADAM10 inh: 1
CCc1ccc(C(=O)N2CCN(c3ccc(NC(=O)c4ccco4)cc3)CC2)cc1 as listed: hgDAF-12 ag: 0.8; PG9 binder: -4.3; SMARCA2 act: -3; FXN GAA850 act: -2.7; DAX1 inh-1: -0.3; ADAM17 inh: 0; DAX1 inh-2: -1.0; ssDAF12 agonist: -0.8; hcDAF-12 act: -1.3; GC-A act: -2; ADAM10 inh: -3

Remaining list, next part.
SMILES	hgDAF-12 ag	PG9 binder	SMARCA2 act	FXN GAA850 act	DAX1 inh-1	ADAM17 inh	DAX1 inh-2	ssDAF12 agonist	hcDAF-12 act	GC-A act	ADAM10 inh
C=CCOc1cccc(C(=O)Nc2ncn[nH]2)c1	-0.2	-1.2	0	1.2	0.5	3	1.7	-1.1	0.2	-1	0
CC(C)NC(=O)c1onc(CSc2ccc(C(C)C)cc2)c1C(=O)O	1.9	-1.5	0	0.6	0.4	3	0.1	-0.8	-0.8	4	20
Cc1nc(CN2CCN(C(=O)CCc3nnc(Cc4c[nH]c5ccccc45)o3)CC2)cs1	1.0	-0.9	2	0.1	0.0	1	0.1	-0.3	1.9	-5	0
CCOC(=O)CNc1c(N2CCN(c3ccccn3)CC2)c(=O)c1=O	3.2	-1.5	-2	-0.5	1.6	-2	0.2	-0.7	0.0	1	-13
CCOc1cc(NC(=S)NCCOC)c(OCC)cc1NC(=O)c1cccs1	-3.2	-1.7	-1	x	x	-1	-0.4	-1.0	-1.9	0	-1
COc1ccccc1-n1nc(C(=O)O)c2ccccc2c1=O	1.6	-0.4	0	1.4	-0.8	-2	0.3	-0.5	1.1	0	-4
COc1ccc(Br)cc1S(=O)(=O)N1CCCc2ccccc21	-1.0	-0.3	2	0.5	-0.2	4	-0.5	-1.1	-1.1	-9	5
C=CCn1c(C)csc1=Nc1ccc(C(C)=O)cc1	7.6	-1.8	1	4.3	0.1	-2	0.7	-1.0	-0.3	2	-5
N#Cc1cc2c(nc1SCC(O)CS(=O)(=O)Cc1ccc(Cl)cc1)CCCC2 (centres undefined)	-1.7	2.3	-2	-2.4	-1.9	3	-0.9	-0.8	-1.2	-7	11
CC(C)(C)OC(=O)CNC(=O)c1[nH]cnc1C(=O)N[C@@H](CCCCNC(=O)OC(C)(C)C)C(=O)OC(C)(C)C	-0.7	-1.6	0	-1.2	-0.6	1	-0.4	-1.6	-2.4	6	23*
COc1cc(NC(=O)C2CCCN(S(=O)(=O)c3ccc4[nH]c(=O)ccc4c3)C2)cc(OC)c1 (centres undefined)	0.0	-2.5	-5	1.7	0.5	4	0.2	-0.9	1.1	-10	7
CC(=O)Nc1ccc(C(=O)N2CCCCC2c2cc(C(=O)Nc3ccccc3)no2)cc1 (centres undefined)	-2.5	1.0	0	-0.6	x	0	0.5	-1.9	1.1	3	-2
CC(=O)c1ccc(Oc2cc(C)nc(NCc3ccccc3)n2)cc1	-3.2	-1.4	-2	0.8	-1.2	0	-1.2	-1.2	-2.2	2	9
c1ccc(COc2ccccc2CNCc2cccnc2)cc1	-2.0	0.4	-2	-0.7	-0.7	2	-0.5	-0.9	-1.2	-8	4
CCN(CC)c1ccc(C(=S)NC2CCCCC2)cc1	2.0	-0.6	2	3.1	-0.6	0	-0.8	-1.5	-2.0	-2	7
CCOc1ccc(NC(=O)Cn2cc(C(=O)C3CC3)c3ccccc32)cc1	1.1	-2.1	-2	0.8	-0.3	-3	-1.1	-0.6	2.2	2	-10
COc1cc(NC(=O)CCS(=O)(=O)c2ccc3c(c2)oc(=O)n3C)cc(OC)c1OC	-0.5	-1.9	-4	-0.3	0.1	-2	0.7	-0.9	0.8	0	1
Cc1oc2c(c1C(=O)NC(Cc1c[nH]c3ccccc13)C(=O)O)CCCC2 (centres undefined)	3.8	-1.1	4	0.9	0.0	-1	0.3	-0.4	2.0	-3	0
O=C(CNC(=O)c1ccco1)N/N=C/c1ccc(O)c([N+](=O)[O-])c1	-1.6	-3.8	1	-0.4	-0.2	1	-0.2	-1.7	-0.2	-4	11
CCCN1CCC(NC(=O)Nc2ccc([N+](=O)[O-])cc2)CC1	0.9	-2.8	1	-0.6	0.5	0	0.6	-0.9	0.7	-1	-3
O=C(Nc1ccc(Cl)cc1F)C1CC1	1.3	1.6	-4	2.0	0.4	-4	0.4	-1.8	-1.4	-1	-6
C#CC1(N2CCCCC2)CCCCC1	1.4	0.4	-3	0.3	2.2	2	-0.4	-1.0	-0.4	-3	-10
N#Cc1cccc(C(=O)C(=O)N2CCC(Cc3ccccc3)CC2)c1	-2.9	-0.4	-7	x	x	-3	-1.4	-0.6	-1.5	-2	0
CN(C)c1ccnc(-n2cccc2/C=N/O)c1C#N	-0.7	-2.6	5	0.7	x	0	-0.3	-0.6	-0.7	-2	8
CC(=O)/C=N/Nc1ccccc1	-1.7	-1.9	-2	-1.6	-0.3	3	-0.3	-0.9	-0.9	4	3
O=C(c1ccccc1)N1CCN(C(=O)c2ccncc2)CC1	0.1	-1.8	-2	2.3	-0.7	2	-0.5	-1.1	-2.3	-1	3
O=C(CN1CCN(c2ncc(C(F)(F)F)cc2Cl)CC1)N1CCN(c2ncc(C(F)(F)F)cc2Cl)CC1	-0.1	-1.7	-3	-0.3	-0.3	-2	0.2	-1.4	-1.9	-2	4
COc1cc2sc(NC(=O)c3ccco3)nc2cc1Cl	12*	0.9	1	3.5	6.7*	6	1.9	0.2	5.4	-4	15
Clc1ccc(/C=N/N2CCCCC2)cc1	-0.6	-0.2	1	2.4	0.3	-5	0.1	-1.1	-0.9	-5	-3
CC(C)OC(=O)C[N+](C)(C)CCN1C(=O)C2C(c3ccccc3)C=CC(c3ccccc3)C2C1=O (centres undefined)	0.2	0.1	-3	0.9	0.5	-2	0.1	-1.5	0.8	1	-7
CC(C(=O)NC(C)(C)C)N(C(=O)CS(=O)CC(=O)Nc1ccc(F)cc1)c1ccccc1F (centres undefined)	-1.1	3.5	-3	-0.1	2.0	-4	-2.1	-1.4	-1.4	-1	-10
N/C(Cc1cccs1)=N\OC(=O)COc1ccc(Cl)cc1Cl	13*	-0.4	1	1.0	1.3	3	1.8	-0.5	3.8	3	10
OCc1ccccc1CN1CCCCCC1	2.1	-0.2	-2	-0.8	-0.8	-3	0.2	-1.1	-1.0	0	2
Nc1cc([N+](=O)[O-])cc2oc(-c3ccccc3)cc12	4.5	-1.0	5	8.2*	0.2	5	0.9	0.0	1.2	5	25*
N=c1c2ccccc2nnn1-c1ccc(C(F)(F)F)cc1	0.3	1.9	-2	3.5	0.6	-3	-0.5	-1.3	-2.8	-5	-4
CC(=O)Nc1ccc(C(=O)Nc2ccc3c(c2)OCO3)cc1	6.5	2.0	-1	1.1	1.6	-4	0.7	-0.9	-0.2	7	-9
COc1ccc(NC(C)=O)cc1NC(C)C(=O)Nc1cccc(S(=O)(=O)N2CCOCC2)c1 (centres undefined)	-3.1	-3.1	-2	-0.6	0.0	-2	-0.7	-1.3	0.1	-2	-2
CC(=O)Nc1nc(C)c(-c2csc(Nc3ccccn3)n2)s1	10*!	-4.2&0.2	0&4	1.8&-1.4	3.4&2.1	-7&-3	0.8&0.7	-1.4&-0.4	2.7&1.2	3&6	-17&-18
CN(Cc1ncc[nH]1)C(=O)c1cc(COc2c(F)cccc2F)on1	0.1	-4.1	4	1.0	0.5	0	-0.2	-0.9	0.4	-1	-1
CC1(C(=O)N2CC3(CC(c4cccc(NC(=O)COc5ccc(Cl)cc5)c4)=NO3)C[C@@H]2C(N)=O)CC1 (some centres undefined)	0.9	-0.8	1	-0.6	-0.6	-2	-0.2	-1.4	-1.9	1	4
